Bioassay records as filed in PubChem BioAssay.
RAD54 inh: inhibitors of human RAD54 branch migration, primary screen, biochemical, fluorescence, single point | DNA repair and recombination protein RAD54-like (Homo sapiens), Q92698 | RAD54 Holliday junction branch migration, FAM/BHQ fluorescence | inhibition, % at 10.4 µM | 360,000 tested, 0.14% active;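 active = mean normalized replicate activity at least 40 and at least half of replicates scoring 40 or more; inconclusive = only one of the two criteria met; inactive = mean below 40 and under half of replicates reaching 40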;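 note: 0% = median of neutral control wells and 100% = median of positive control wells; inhibitors cause a drop in the FAM fluorescence signal; in these data hits start at about 50%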
Target sequence (Q92698 whole entry, looked up): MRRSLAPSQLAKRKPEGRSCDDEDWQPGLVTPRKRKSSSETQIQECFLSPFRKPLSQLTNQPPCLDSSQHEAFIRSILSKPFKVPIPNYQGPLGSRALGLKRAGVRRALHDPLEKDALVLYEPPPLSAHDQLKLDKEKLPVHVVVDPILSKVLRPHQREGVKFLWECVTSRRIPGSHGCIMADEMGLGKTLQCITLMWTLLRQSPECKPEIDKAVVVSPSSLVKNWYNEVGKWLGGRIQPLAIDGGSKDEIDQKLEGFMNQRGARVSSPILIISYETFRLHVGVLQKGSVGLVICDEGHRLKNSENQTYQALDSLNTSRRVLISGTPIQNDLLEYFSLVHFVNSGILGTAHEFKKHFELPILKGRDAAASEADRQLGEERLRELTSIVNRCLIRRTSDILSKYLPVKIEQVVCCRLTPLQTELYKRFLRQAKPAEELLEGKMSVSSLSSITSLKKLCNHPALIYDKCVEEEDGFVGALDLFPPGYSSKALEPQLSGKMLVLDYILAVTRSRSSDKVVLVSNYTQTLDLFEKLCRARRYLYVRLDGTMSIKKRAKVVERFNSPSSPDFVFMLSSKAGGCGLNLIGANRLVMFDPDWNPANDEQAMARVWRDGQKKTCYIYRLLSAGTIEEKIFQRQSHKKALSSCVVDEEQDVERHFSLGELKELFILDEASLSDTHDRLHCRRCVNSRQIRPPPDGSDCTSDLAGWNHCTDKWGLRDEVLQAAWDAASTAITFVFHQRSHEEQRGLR
ERp5 inh: inhibitors of ERp5-driven insulin aggregation, primary screen, biochemical, turbidity, absorbance 650 nm, single point; Protein disulfide-isomerase A6 (Homo sapiens), Q15084; 90 min; inhibition, % at 9.99 µM; 350,000 tested, 0.05% active; AID 651711, 2012;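 active = mean replicate inhibition above about 25%, with every replicate also reaching it, limit read from the data, passing the limit was not always enough; inconclusive = only one of those two criteria met; inactive = neither criterion met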
RAD52 anneal inh: RAD52 DNA annealing inhibitors, primary screen, biochemical, FRET, single point, set 2. recombinant RAD52 DNA annealing, FRET fluorescence. inhibition, % at 18.7 µM. 360,000 tested, 0.46% active. AID 651710, 2012;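 active = every replicate showing at least 50% inhibition; inconclusive = mean inhibition at least 50% but not in every replicate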
Casp6 inh: human caspase-6 inhibitors, primary screen, biochemical, VEID-R110 fluorescence, single point, set 2 | P55212 | 350,000 tested, 0.53% active | inhibition, % at 12.5 µM | purified caspase-6, Z-VEID-R110 cleavage fluorescence;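 active = mean inhibition across replicates at least about 35%, with every replicate also reaching that limit, limit read from the data; inconclusive = only one of the two criteria met; inactive = neither criterion met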;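 note: 0% = median of neutral control wells and 100% = no fluorescence left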
Target sequence (P55212 24-179 limits assumed): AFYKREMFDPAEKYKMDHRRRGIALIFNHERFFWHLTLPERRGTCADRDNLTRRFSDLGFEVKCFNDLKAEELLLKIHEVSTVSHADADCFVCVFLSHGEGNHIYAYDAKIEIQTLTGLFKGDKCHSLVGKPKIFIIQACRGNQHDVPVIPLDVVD
Target sequence (P55212 194-293 limits assumed): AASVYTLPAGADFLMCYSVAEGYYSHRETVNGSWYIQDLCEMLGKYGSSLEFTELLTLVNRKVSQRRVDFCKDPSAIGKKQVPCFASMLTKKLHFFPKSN
E-selectin induc: E-selectin induction in HUVECs, primary screen, imaging, HUVEC, immunofluorescence imaging, single point | P16581 | normalized: neutral wells 0, TNF-alpha wells 100 | activation, % at 7.58 µM | 260,000 tested, 0.37% active;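 active = mean E-selectin-positive cell signal at least 10% of the positive control, reached in at least 60% of replicates, without over 20% cell loss; inconclusive = no rule given, readout overlaps actives, possibly toxicity-flagged; inactive = the rest, including those meeting only one limit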;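 note: in these data hits start at about 27%; measured in HUVEC primary endothelial cells; signal is the percent of cells scored E-selectin positive by PE staining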
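System: HUVEC / Compound: single concentration / Signal: immunofluorescence imaging / Read-out: percent E-selectin-positive cells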
ARNT TACC3 PPI: disruptors of ARNT/TACC3 protein interaction, primary screen, biochemical, AlphaScreen, single concentration. Transforming acidic coiled-coil-containing protein 3 (Homo sapiens), Q9Y6A5. AlphaScreen His-ARNT PAS-B/GST-TACC3 binding, luminescence; TACC3 fragment carries E629A point mutation. inhibition, % at 9.99 µM. 390,000 tested, 0.66% active. AID 623870, 2012;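 active = mean inhibition of replicates at least 50% and at least half of replicates each reaching 50%; inconclusive = half or more replicates reach 50% but mean below 50%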;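 note: 0% = complete ARNT plus TACC3 wells and 100% = ARNT alone without TACC3; many hits fall short of the cut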
PglD inh: C. jejuni PglD acetyltransferase inhibitors, primary screen, biochemical, DTNB colorimetric, single point. purified PglD enzyme, DTNB colorimetric CoA detection. UDP-N-acetylbacillosamine N-acetyltransferase PglD (Campylobacter jejuni). inhibition, % at 12.5 µM. 360,000 tested, 0.098% active; in the data active = inhibition above about 16%, passing the limit was not always enough; inconclusive = no clear call, values can overlap the other calls; note: strong numbers were not always called active
esBAF inh: Bmi1 luciferase reporter increase in mESCs, primary screen, esBAF inhibitor project, mouse ES cells, Bmi1 luciferase knock-in, single point; reporter increase, % at 12.5 µM; AID 602393, 2012; 350,000 tested, 2% active; 24 h; 100% = twice the neutral-well signal; in the data active = activation above about 40%; inconclusive = no clear call, values can overlap the other calls;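 note: 0% = median of the plate's neutral control wells and 100% = double that signal; a rise in the Bmi1 reporter signal indicates esBAF inhibition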
Starred values were filed as active, the others as inactive; u = inconclusive; x = not tested or not shown; & = joins results of further samples.

nr	canonical_smiles	RAD54 inh	ERp5 inh	RAD52 anneal inh	Casp6 inh
1	Cc1ccc(CS(=O)(=O)CCC(=O)N2CCOCC2)cc1	3	1	-8	1
2	C[C@@H]1CN([C@@H](C)CO)C(=O)c2cc(C3=CCCC3)cnc2O[C@@H]1CN(C)Cc1cccc(F)c1	-3	-3	7	-1
3	COc1ccc(OC)c(C2C(C(C)=O)=C(O)C(=O)N2Cc2cccnc2)c1 (centres undefined)	-3	x	x	x
4	COCc1cn(CC[C@H]2CC[C@H](NC(=O)c3ccncc3)[C@H](CO)O2)nn1	-3	14	-5	-5
5	C[C@H]1CN([C@@H](C)CO)C(=O)c2cc(N(C)C)ccc2O[C@H]1CN(C)C	4	1	-18	0
6	C=CCc1c(C)nc2cc(-c3ccccc3)[nH]n2c1=O	-7	12	-12	0
7	NS(=O)(=O)c1cccc(NC(=O)CSc2nnc3n2CCCCC3)c1	13	7	-3	2
8	CCC(=O)OC1c2ccccc2C(=O)N1Cc1ccccc1 (centres undefined)	-6	5	-9	-1
9	O=C(CSc1nnc(NC(=O)C2CC2)s1)NCc1ccc(F)cc1	-3	11	-17	2
10	O=C(COc1ccc2ccc(=O)oc2c1)Nc1ccc(N2CCCCC2)cc1	0	-9	66*	-55
11	O=C(CNc1cccc2ccccc12)N/N=C/c1ccc[nH]1	x	1	5	-1
12	CC(=O)N1c2ccc(S(=O)(=O)N(C)CC(=O)N3CCCC3)cc2CC1C (centres undefined)	-1	x	x	x

nr	E-selectin induc	ARNT TACC3 PPI	PglD inh	esBAF inh
1	x	8	5	-3
2	-0.1	-2	-1	0
3	x	1	4	0
4	-0.1	-12	0	-3
5	x	x	-4	1
6	-0.1	-1	0	34
7	x	0	-4	-9
8	0.4	-1	3	1
9	-4.5	-3	-9	-2
10	x	2	0	8
11	-0.4	17	x	3
12	x	-2	-2	5

Quoted from the listing.
Result of no. 1 under ERp5 inh: 1
Result of no. 5 under esBAF inh: 1
Result of no. 11 under Casp6 inh: -1
Result of no. 10 under PglD inh: 0
Result of no. 8 under PglD inh: 3
Result of no. 4 under ERp5 inh: 14
Result of no. 3 under PglD inh: 4

(further entries)
nr	canonical_smiles	RAD54 inh	ERp5 inh	RAD52 anneal inh	Casp6 inh
13	Cc1ccc(NC(=O)NCc2cccn2C)cc1C	10	-3	-10	-1
14	O=C(c1cc2c(s1)CCCC2)N1CCN(CCO)CC1	3	-5	-2	-5
15	Nc1nnn(CC(=O)N/N=C/c2ccc(O)cc2)n1	1	10	2	-2
16	C[C@H](CO)N1C[C@H](C)[C@@H](CN(C)C)Oc2c(NC(=O)c3ccncc3)cccc2C1=O	-2&1	0&0	-1&-13	2&3
17	COc1ccc(NC(=O)N2CCCCN3[C@H](CO)[C@@H](c4ccc(-c5ccccc5C)cc4)[C@H]3C2)cc1	0	-2	16	-1
18	CC(C)(C)Nc1nc(SCc2ccccc2)nc(N2CCOCC2)n1	-5	x	x	x
19	COc1ccccc1Cc1c(-c2ccc(C)cc2)nc2ccc(Br)cn12	-7	-3	-29	5
20	COc1ccc(-c2nnc(SC(C)C(=O)NC3CC3)o2)cc1 (centres undefined)	4	9	0	-3
21	C/C=C(/C)C(=O)Nc1cccc(C2=NOC3(C2)C[C@H](C(N)=O)N(C(=O)c2ccc(Cl)cc2)C3)c1 (some centres undefined)	-1	4	-7	4
22	CC(C)(O)C#Cc1ccc(C(=O)N2CCCC(CCC(=O)NCc3ccccc3F)C2)cc1 (centres undefined)	0	0	-3	-1
23	Cc1ccsc1C(=O)NNC(=O)c1ccncc1	x	3	-8	5
24	O=C(c1ccco1)N1CCN(c2ccc(N3CCCCC3)nn2)CC1	-13	-3	-6	-4

nr	E-selectin induc	ARNT TACC3 PPI	PglD inh	esBAF inh
13	0.8	-10	-4	16
14	-0.3	-3	14	-8
15	3.2	5	6	-3
16	0.1	-2&-2	2&6	-1&3
17	0.0	12	9	x
18	x	-1	-4	6
19	0.6	x	-3	9
20	-0.3	-4	-1	8
21	-0.1	-1	6	-8
22	x	-4	-5	5
23	-2.2	1	x	5
24	-0.1	-7	5	u

Additional entries follow.
nr	canonical_smiles	RAD54 inh	ERp5 inh	RAD52 anneal inh	Casp6 inh
25	CCC(=O)Nc1ccc2c(c1)C(=O)N(C)[C@@H]1CC[C@@H](CC(=O)N[C@@H](C)c3ccccc3)O[C@H]1CO2	-18	-4	2	2
26	COC(=O)c1[nH]c2ccc(C)cc2c1NC(=O)CN1CCN(c2ccc(F)cc2)CC1	2	1	-3	2
27	CCCC(=O)Nc1ccc(C(=O)NN2C(=O)c3ccccc3C2=O)cc1	x	2	2	-2
28	CCCOC(=O)c1ccc(OC(=O)c2ccco2)cc1	-2	x	x	x
29	C[C@@H]1CCCCO[C@H](CN(C)C(=O)NC2CCCCC2)[C@H](C)CN([C@@H](C)CO)C(=O)c2cc(NS(C)(=O)=O)ccc2O1	-3	x	x	x
30	Cc1nc(-c2ccccc2)sc1C1(C)CC(c2ccc(C#N)cc2)=NO1 (centres undefined)	-9	1	-97	3
31	Cc1ccc(-n2c(-c3ccc(Br)cc3)n[nH]c2=S)c(C)c1	-11	9	-6	2
32	CC(CCc1ccccc1)NC(=O)CSc1nccc(=O)[nH]1 (centres undefined)	1	0	-12	-4
33	Cc1ccc(S(=O)(=O)N2CCN(CC(=O)N/N=C\c3ccccn3)CC2)cc1	1	6	-9	2
34	O=C(C[C@H]1CC[C@H]2NC[C@@H](O)COC[C@@H]2O1)NCCN1CCCC1	x	1	-9	-1
35	COc1cccc(C2C(C(N)=O)=C(C)Nc3nc(-c4ccccc4Cl)nn32)c1 (centres undefined)	-2	2	-5	-4
36	CC[C@H](C)C(C(=O)N1CCN(C(=O)OC(C)(C)C)CC1)n1cc(C(CC(C)C)NC(=O)OC(C)(C)C)nn1 (some centres undefined)	6	0	-13	0

nr	E-selectin induc	ARNT TACC3 PPI	PglD inh	esBAF inh
25	0.1	-8	4	3
26	x	29	1	10
27	-1.6	-11	x	x
28	x	-4	1	-3
29	x	-7	0	2
30	0.1	-15	-2	12
31	0.3	x	-1	-7
32	x	8	-1	0
33	-0.2	-2	-2	6
34	0.1	x	x	x
35	1.0	x	-3	-4
36	1.1	-14	6	6

Entries from the list above that contain a furan ring, fused or not:
nr	canonical_smiles	RAD54 inh	ERp5 inh	RAD52 anneal inh	Casp6 inh
24	O=C(c1ccco1)N1CCN(c2ccc(N3CCCCC3)nn2)CC1	-13	-3	-6	-4
28	CCCOC(=O)c1ccc(OC(=O)c2ccco2)cc1	-2	x	x	x

nr	E-selectin induc	ARNT TACC3 PPI	PglD inh	esBAF inh
24	-0.1	-7	5	u
28	x	-4	1	-3

RAD52 anneal inh: hit marks shown above
| item | canonical_smiles | ERp5 inh | RAD52 anneal inh | Casp6 inh | ARNT TACC3 PPI | PglD inh | esBAF inh |
| --- | --- | --- | --- | --- | --- | --- | --- |
| 10 | O=C(COc1ccc2ccc(=O)oc2c1)Nc1ccc(N2CCCCC2)cc1 | -9 | 66* | -55 | 2 | 0 | 8 |

Continuation.
nr	canonical_smiles	RAD54 inh	ERp5 inh	RAD52 anneal inh	Casp6 inh
37	C=CCNC(=O)[C@@H]1[C@H]2C(=O)O[C@H](c3ccccc3)[C@H](c3ccccc3)N2[C@H](c2ccccc2OCCO)[C@@]12C(=O)Nc1ccc(C#CCNC(N)=O)cc12	-2	2	-1	0
38	CCc1cccc(OCC(=O)Nc2cc(S(=O)(=O)N3CCOCC3)ccc2N2CCCC2)c1	-2	8	-21	-6
39	Cc1ccc(C)c(N2CCN(C(=O)C3CCC3)CC2)c1	-4	3	-8	-3
40	O=C(CN(C(=O)CNS(=O)(=O)c1ccc(F)cc1)C1CCCC1)NCc1ccco1	-3	-1	-15	11
41	Cc1nn(-c2ccccc2)c2c1C(c1ccc([N+](=O)[O-])cc1)N1C(=N2)C(=O)Nc2ccccc21 (centres undefined)	x	-2	-9	0
42	Cc1ccc(CS(=O)(=O)CCC(=O)NCCN(C)Cc2ccccc2)cc1	-1	x	x	x
43	CCOc1ccccc1N(C(=O)Nc1cccc(Cl)c1)C1=NC(C)CS1 (centres undefined)	4	4	0	3
44	CCOC(=O)CCCCCC(=O)Nc1ccc2c(c1)C(=O)N([C@@H](C)CO)C[C@H](C)[C@H](CN(C)C(=O)c1ccccc1)OCCCC[C@H](C)O2	2	8&14	-4&-13	0&1
45	CCOC(=O)c1sc(NC(C)=O)nc1-c1ccccc1	4	x	x	x
46	C/C=C/c1ccc2c(c1)O[C@H](CN(C)Cc1ccccc1)[C@@H](C)CN([C@@H](C)CO)S2(=O)=O	-1	-2	11	1
47	CCn1nnnc1SCC(=O)Nc1cccc(NC(C)=O)c1	-9	x	x	x
48	CC(C)c1ccc(Nc2nc(N3CCOCC3)nc(N3CCOCC3)n2)cc1	7	4	13	0

nr	E-selectin induc	ARNT TACC3 PPI	PglD inh	esBAF inh
37	x	32	-2	x
38	0.3	-1	2	0
39	-0.1	1	-1	3
40	x	-3	-2	-9
41	0.5	2	x	x
42	x	1	0	2
43	x	x	-3	14
44	0.1&-0.2	x	3	-3
45	x	1	4	3
46	1.5	1	-9	-8
47	x	8	6	-5
48	0.9	x	-1	-5

Numbers 11 through 12, quoted:
nr	canonical_smiles	RAD54 inh	ERp5 inh	RAD52 anneal inh	Casp6 inh
11	O=C(CNc1cccc2ccccc12)N/N=C/c1ccc[nH]1	x	1	5	-1
12	CC(=O)N1c2ccc(S(=O)(=O)N(C)CC(=O)N3CCCC3)cc2CC1C (centres undefined)	-1	x	x	x

nr	E-selectin induc	ARNT TACC3 PPI	PglD inh	esBAF inh
11	-0.4	17	x	3
12	x	-2	-2	5

Other compounds follow:
nr	canonical_smiles	RAD54 inh	ERp5 inh	RAD52 anneal inh	Casp6 inh
49	CC(C)(C)c1ccc2c(c1)OCC(C(=O)O)O2 (centres undefined)	3	x	x	x
50	CS(=O)(=O)c1ccc(Cl)c(NC(=O)COC(=O)CNC(=O)c2ccc(Br)o2)c1	-13	x	x	x
51	O=C(NCc1cccnc1)c1cc(C2CCCCN2C(=O)OCCF)on1 (centres undefined)	-4	1	7	2
52	CCOC(=O)C1=C(C)Nc2ncnn2C1c1ccccc1F (centres undefined)	-12	x	x	x

nr	E-selectin induc	ARNT TACC3 PPI	PglD inh	esBAF inh
49	x	-57	-15	3
50	x	-1	2	-2
51	0.0	x	-3	-4
52	x	2	-7	-10
